# Yeast tox: Inhibits yeast growth, turbidity readout; S. cerevisiae wild-type growth, A595 turbidity, 16 h; growth inhibition, % at 25 µM (by protocol); 30,000 tested, 0.3% active; AID 685;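 active means mutant and wild-type yeast strains alike exhibit over 30% growth inhibition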;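 further: 0% = untreated cell controls and 100% = YPD media blanks without cells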
#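 Schedule: 16 h growth with compound, 30 °C. System: yeast, wild-type or eIF2Bepsilon-R284H mutant. Doses: one dose, 25 µM compound[…]. Buffer or medium: YPD. Signal: turbidity measured as absorbance at 595 nm. Read-out basis: growth inhibition (%) versus cell controls and blanks.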
# Yeast eIF2B: modulators of yeast eIF2B activity; S. cerevisiae eIF2B-epsilon R284H, GCN4-lacZ luminescence; inhibition, % at 25 µM (by protocol); 27,000 tested, 0.91% active; AID 688;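 active means mutant luminescence inhibited past about 50% while wild type luminescence and mutant growth stay under set limits, limit read from the data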; further: some compounds called inactive have numbers as strong as hits
#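 Times: 16 h growth with compound at 30 °C, 90 min Beta-Glo step; Assay system: yeast eIF2B-epsilon R284H mutant carrying GCN4–beta-galactosidase fusion; Measure: % inhibition of reporter signal and growth versus controls; Dosing: one concentration, 25 µM, 0.25% DMSO; Buffer or medium: YPD yeast growth medium; Measured by: Beta-Glo luminescence plus absorbance at 595 nm.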
# Yeast tox inhibition %: also measured in Yeast tox; calls as there; growth inhibition, %; S. cerevisiae eIF2Bepsilon-R284H mutant growth, A595 turbidity, 16 h;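 each compound tested once at 25 µM; 0% equals untreated cells and 100% equals cell-free medium blanks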
# Yeast eIF2B mutant toxicity: recorded beside Yeast eIF2B, whose call it bears; growth inhibition, %; measured here: mutant yeast growth, toxicity;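 each compound tested once at 25 µM; zero equals untreated control growth and 100 equals blank medium absorbance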
# The depositor's hits bear a star; · = no result given. Some of the compounds tested; rates above refer to the full screens.
SMILES,Yeast tox,Yeast tox inhibition %,Yeast eIF2B,Yeast eIF2B mutant toxicity
CCOC(=O)c1[nH]c(C)c(C(=O)NC(C)(C)C)c1C,4,14,-8,14
CC(C)NC(=O)c1cc(-c2cccs2)on1,18,24,24,24
CC1=C(C(=O)Nc2ccccc2)C(c2ccco2)C(C#N)=C(SCC(N)=O)N1 (stereo unspecified),15,-15,11,-15
CC(C)(C)C(=O)N1CCc2cc(-c3csc(N)n3)ccc21,-5,-14,-16,-14
CN1CCN(C(=O)c2ccc(S(=O)(=O)c3ccc(Br)cc3)cc2)CC1,21,16,18,16
COCCN(CCOC)Cc1c(O)ccc2c3c(c(=O)oc12)CCC3,18,-10,-6,-10
Cc1nc2ccccn2c1/C(O)=C1\C(=O)C(=O)N(CCCn2ccnc2)C1c1ccncc1 (stereo unspecified),25,15,14,15
CCCCOc1ccc(CSC(=N)N)cc1[N+](=O)[O-],17,8,·,·
CC(C)C[C@H](NC(=O)NCc1ccccc1Cl)C(=O)O,-7,4,28,4
CCOc1ccc(CCNC(=O)CN2CCN(Cc3ccccc3C)C2=O)cc1OCC,13,-10,21,-10
C/C(=C/c1oc2ccc(O)cc2c1[N+](=O)[O-])N(C)C,-26,-3,·,·
CCN1CCN(C(c2cccs2)C(C)NC(=O)CC(C)C)CC1 (stereo unspecified),15,-3,3,-3
O=C(NCCc1ccc(F)cc1)c1cccs1,12,7,-17,7
O=C(CN(C(=O)Cn1nnc(-c2cccs2)n1)c1ccc2c(c1)OCCO2)NCC1CCCO1 (stereo unspecified),11,0,5,·
O=C(CN1CCN(CC(=O)Nc2ccccn2)CC1)Nc1ccccn1,15,7,0,7
Cc1cc(C)n2nc(SCCC(=O)NCCc3ccccc3)nc2n1,22,13,12,13
CC(C)(C)c1ccc(-c2nc(-c3ccncc3)no2)cc1,4,7,5,7
O=c1oc(-c2cccs2)nc2sc3c(c12)CCCCC3,-5,-5,24,-5
C=CCNc1nc(-c2ccccc2)nc(-n2ccnc2)n1,-12,0,42,·
CC(O)c1nc2ccccc2n1C/C=C/c1ccccc1 (stereo unspecified),18,0,38,·
Cc1ccc(C(=O)CSc2nc(C)cc(=O)[nH]2)cc1,6,-5,29,-5
Cc1ccc(-c2noc(C3CCCN(C(=O)c4c(F)cccc4F)C3)n2)cc1 (stereo unspecified),2,-8,20,-8
Cn1c(C(=O)OC(C(=O)NC2CCCCC2)c2cccnc2)cc2sccc21 (stereo unspecified),3,12,18,12
Cc1cc(C)nc(N2CCN(c3ncnc4c3oc3ccccc34)CC2)n1,10,4,15,4
CC(=O)N1CCc2cc(S(=O)(=O)CCC(=O)N3CCc4ccccc4C3)ccc21,2,2,·,·
COc1cccc(NC(=O)Nc2ccc3c(c2)nnn3C)c1,·,·,-9,·
COC(=O)CC1(c2cccc3ccccc23)C(=O)c2ccccc2C1=O,6,13,·,·
CCN(CC)Cc1c(-c2ccccc2)[nH]c2ccc(C)cc2c1=O,24,8,17,8
CC1CN(C2CCCCC2)c2nc3c(c(=O)n(C)c(=O)n3C)n2C1 (stereo unspecified),4,0,16,·
O=C(Nc1cc(C(F)(F)F)ccc1N1CCCCC1)c1ccco1,0,-38,-18,-38
CCOC(=O)CNC(=O)CSc1nnc(COc2ccc(Cl)cc2)n1CC,16,-4,-27,-4
CCN(CC)C(=O)CSCc1cnn(-c2ccccc2)c1-n1cccc1,11,7,·,·
COCCNC(=O)c1snc2ccc(Cl)cc12,7,4,3,4
Cc1cc(Cl)ccc1OCCCC(=O)N1CCN(C(=O)c2ccco2)CC1,-11,-16,-11,-16
Cc1ccc(NS(=O)(=O)c2cc(C(=O)N3CCN(C)CC3)ccc2C)cc1,9,6,25,6
COc1ccc(N2CCN(C(=O)CNC(=O)c3ccc(C(C)(C)C)cc3)CC2)cc1,-3,7,·,·
CC12CC(c3ccccc3O1)C(C(=O)NCc1ccccc1)C(=O)N2 (stereo unspecified),-7,-16,·,·
CCn1c(SCC(=O)Nc2nc(C)cs2)nnc1C(NC(=O)c1ccccc1Cl)C(C)C (stereo unspecified),0,-13,-35,-13
CN(CCOCCOc1ccc2ccccc2c1)Cc1ccccc1,-1,8,·,·
O=S1(=O)CC(O)C(Nc2ccc(Cl)cc2)C1 (stereo unspecified),-9,-3,·,·
Cc1[nH]nc(N2CCCCC2)c1[N+](=O)[O-],-12,-28,30,-28
COC(=O)c1[nH]c2cc(OC)ccc2c1NC(=O)CN1CCN(c2cccc(C)c2)C(C)C1 (stereo unspecified),-2,-8,34,-8
Cc1ccc(C(=O)N2CC3(C(C)C)CN(C(=O)c4ccc(C)cc4)CC(C(C)C)(C2)C3=O)cc1,4,19,11,19
CCOC(=O)CC(=O)Nc1nc2ccccc2s1,-12,-5,14,-5
CCCCCn1nc(C)c(/C=N/NC(=O)c2ccoc2C)c1C,-30,-14,1,-14
CCCC(C)NC(=O)COC(=O)c1ccc(Cl)c(S(N)(=O)=O)c1 (stereo unspecified),0,-8,10,-8
Cn1c(=O)[nH]c(=O)c2c1nc(Br)n2CCCCSc1nc2ccccc2o1,-20,-5,47,-5
C=CCn1c(O)c(N=NC(=O)CNC(=O)/C=C/c2ccco2)c2ccccc21,6,10,14,10
CCOC(=O)CSc1nc2c(sc(=S)n2CCc2ccccc2)c(=O)n1Cc1ccco1,-4,-11,20,-11
COc1cccc(C(=O)Nc2cnc(NC(=O)c3ccco3)cc2C)c1,16,-23,-36,-23

# Continued.
SMILES,Yeast tox,Yeast tox inhibition %,Yeast eIF2B,Yeast eIF2B mutant toxicity
O=C(c1cccs1)N1CCN(c2ccc(F)cc2)CC1,9,16,19,16
N#C/C(C(=O)Oc1ccccc1)=C1\C=CC=CN1,-14,-10,28,-10
CCOC(=O)c1ccc(S(=O)(=O)N2CCNCC2)cc1,20,16,·,·
CN(C)CCCOc1ccc(C(C)(C)c2ccccc2)cc1,38,24,·,·
Cc1cc(=O)oc2ccc(OC(=O)c3cccc(S(=O)(=O)N4CCOCC4)c3)cc12,-1,-20,2,-20
COc1ccc(C2=CC(c3ccc(Cl)cc3)n3cnnc3N2)cc1OC (stereo unspecified),2,5,21,5
COc1ccc(NC(=O)CN(C)S(=O)(=O)c2ccccc2)cc1OC,·,·,23,·
CCOC(=O)c1sc(Nc2ccccc2)nc1C,19,14,12,14
CCCCCOc1ccccc1C(=O)NCCC(=O)O,-2,5,11,5
CC(C(=O)O)c1n[nH]c(=O)c2ccccc12 (stereo unspecified),3,11,9,11
CCn1c(C(=O)NCc2ccccn2)cc2sccc21,16,18,-13,18
Cc1ccc(NC(=O)/C(=C/c2ccco2)c2ccccc2)c(C)c1,26,10,28,10
CC(C)n1c(SCC(=O)Nc2nc3c(s2)CCCC3)nc2c1c(=O)n(C)c(=O)n2C,·,·,-1,·
CCn1c(SCC(=O)N2CC(=O)Nc3ccccc32)nnc1-c1ccoc1C,25,19,24,19
Cc1c(NC(=O)c2ccccc2)c(=O)n(-c2ccccc2)n1C,-6,2,27,2
CN(C1CCCCC1)S(=O)(=O)c1ccc(NC(=O)CCC(=O)O)cc1,-2,-4,21,-4
Cc1ccc(-n2c(C)c3c(C)nnc(C)c3c2C)cc1,17,8,20,8
CCn1c(SCC(=O)Nc2cc(C)on2)nc2c(c1=O)SC(C)C2 (stereo unspecified),-4,17,7,17
O=C(Nc1ccc2c(c1)OCCO2)c1cccc(S(=O)(=O)N2CCCCC2)c1,12,10,20,10
CC(=O)OC1COC(n2ccc3ccccc32)C(OC(C)=O)C1OC(C)=O (stereo unspecified),-7,4,-11,4
O=C(NCC(=O)N(Cc1ccco1)C(C(=O)NC1CCCCC1)c1cccnc1)c1cccs1 (stereo unspecified),-2,8,20,8
CCCN(N=Nc1cccc([N+](=O)[O-])c1)c1cccc([N+](=O)[O-])c1,15,-6,17,-6
COCCn1c(CN2CCN(c3ccccc3)CC2)nc2c1c(=O)n(C)c(=O)n2C,23,11,15,11
O=C(Cn1c(=O)n(CC(=O)NCc2ccccc2)c2ccccc21)NCc1ccccc1,-20,-3,30,-3
Clc1ccccc1-c1nc2ccccc2c2nncn12,1,11,·,·
N#Cc1c(NC(=O)CSc2nnc(-c3ccco3)n2-c2ccccc2)sc2c1CCC2,-2,-14,11,-14
Cc1nnc2c(Oc3ccccc3)nc3ccccc3n12,7,5,22,5
O=C(CCn1c(=O)c2ccccc2n(CC(=O)NC2CCCC2)c1=O)NCc1ccco1,-7,5,·,·
Cc1nnc(C)n1/N=C/c1ccccn1,6,8,-5,8
CC(C)COc1ccc(-c2nn(-c3ccccc3)cc2C(=O)Nc2nccs2)cc1,17,10,·,·

# A run of entries taken from the entries so far:
SMILES,Yeast tox,Yeast tox inhibition %,Yeast eIF2B,Yeast eIF2B mutant toxicity
O=C(NCC(=O)N(Cc1ccco1)C(C(=O)NC1CCCCC1)c1cccnc1)c1cccs1 (stereo unspecified),-2,8,20,8
CCCN(N=Nc1cccc([N+](=O)[O-])c1)c1cccc([N+](=O)[O-])c1,15,-6,17,-6

# Continued:
SMILES,Yeast tox,Yeast tox inhibition %,Yeast eIF2B,Yeast eIF2B mutant toxicity
CCn1c(=O)c(C(=O)NCc2ccccn2)c(O)c2ccccc21,-1,3,15,3
CC1=C(OC(=O)c2ccccc2)C(C)(C)C(c2ccccc2)OC1=O (stereo unspecified),-13,0,11,·
Cc1ccc(OC(=O)c2cccc(C(=O)Oc3ccc(C)cn3)n2)nc1,27,-17,20,-17
CCOC(=O)c1cc(CC)sc1NC(=O)C(c1ccccc1)c1ccccc1,21,-10,6,-10
COc1ccc(S(=O)(=O)N2CCC(n3cnc4cc(C(F)(F)F)ccc43)CC2)cc1,20,-17,0,-17
CC(C)COC(=O)Nc1ccc(C(=O)O)cc1,-8,5,25,5
COc1cccc(-c2nc(CS(=O)CC(=O)NCCCOC(C)C)c(C)o2)c1 (stereo unspecified),1,10,-17,10
COc1ccc2cc(C(c3nnnn3Cc3ccc(F)cc3)N3CCCCCC3)c(=O)[nH]c2c1 (stereo unspecified),10,-5,24,-5
Cc1ccc(-c2nnn(CC(=O)N(c3cccc(F)c3)C(C(=O)NC3CCCC3)c3ccco3)n2)o1 (stereo unspecified),2,16,21,16
Cn1c(=O)n(CC(=O)N2CCOCC2)c2ccccc21,1,18,27,18
Cc1ccccc1-n1nnnc1-c1ccccc1,13,12,4,12
COc1ccc(-c2c(-c3ccc(O)cc3O)n[nH]c2C)cc1OC,18,3,20,3
CCOc1cc(C(=O)OCC(=O)Nc2cc(C)on2)cc(OCC)c1OCC,-4,-5,-3,-5
Cc1c(C(=O)OCC(=O)c2ccc3c(c2)OCCO3)oc2ccccc12,14,0,4,·

# Grouped by structure: the entries above with a furan ring, fused or not
SMILES,Yeast tox,Yeast tox inhibition %,Yeast eIF2B,Yeast eIF2B mutant toxicity
CC1=C(C(=O)Nc2ccccc2)C(c2ccco2)C(C#N)=C(SCC(N)=O)N1 (stereo unspecified),15,-15,11,-15
C/C(=C/c1oc2ccc(O)cc2c1[N+](=O)[O-])N(C)C,-26,-3,·,·
Cc1cc(C)nc(N2CCN(c3ncnc4c3oc3ccccc34)CC2)n1,10,4,15,4
O=C(Nc1cc(C(F)(F)F)ccc1N1CCCCC1)c1ccco1,0,-38,-18,-38
Cc1cc(Cl)ccc1OCCCC(=O)N1CCN(C(=O)c2ccco2)CC1,-11,-16,-11,-16
CCCCCn1nc(C)c(/C=N/NC(=O)c2ccoc2C)c1C,-30,-14,1,-14
C=CCn1c(O)c(N=NC(=O)CNC(=O)/C=C/c2ccco2)c2ccccc21,6,10,14,10
CCOC(=O)CSc1nc2c(sc(=S)n2CCc2ccccc2)c(=O)n1Cc1ccco1,-4,-11,20,-11
COc1cccc(C(=O)Nc2cnc(NC(=O)c3ccco3)cc2C)c1,16,-23,-36,-23
Cc1ccc(NC(=O)/C(=C/c2ccco2)c2ccccc2)c(C)c1,26,10,28,10
CCn1c(SCC(=O)N2CC(=O)Nc3ccccc32)nnc1-c1ccoc1C,25,19,24,19
O=C(NCC(=O)N(Cc1ccco1)C(C(=O)NC1CCCCC1)c1cccnc1)c1cccs1 (stereo unspecified),-2,8,20,8
N#Cc1c(NC(=O)CSc2nnc(-c3ccco3)n2-c2ccccc2)sc2c1CCC2,-2,-14,11,-14
O=C(CCn1c(=O)c2ccccc2n(CC(=O)NC2CCCC2)c1=O)NCc1ccco1,-7,5,·,·
Cc1ccc(-c2nnn(CC(=O)N(c3cccc(F)c3)C(C(=O)NC3CCCC3)c3ccco3)n2)o1 (stereo unspecified),2,16,21,16
Cc1c(C(=O)OCC(=O)c2ccc3c(c2)OCCO3)oc2ccccc12,14,0,4,·

# Screens (PubChem BioAssay)
